Source: PubChem BioAssay
ABCB1 block – human ABCB1 inhibition, ABCG2 as counter-screen; P08183; CCRF-Adr cells, JC-1 efflux, flow cytometry; inhibition, % at 6.6 µM; 0.067% of 190,000 active; AID 1326; in the data active means inhibition above about 40%;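 further: 0% = vehicle and 100% = reference inhibitor; higher value means more JC-1 retained so stronger ABCB1 efflux block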
ABCG2 block – human ABCG2 inhibition, ABCB1 as counter-screen. Q9UNQ0. IgMXP3 cells, JC-1 efflux, flow cytometry. inhibition, % at 6.6 µM. 0.1% of 190,000 active;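 active means inhibition above 80%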;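 further: 0% = DMSO and 100% = nicardipine control wells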
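System: two drug-resistant human cell lines, ABCG2 and ABCB1; controls: nicardipine high and DMSO low controls; times: 10 min exposure at 25 °C with rotation, no wash; detection: flow cytometry of retained JC-1 fluorescence; read-out basis: percent efflux inhibition, scaled nicardipine 100% to DMSO 0%; doses: one concentration, 6.6 µM final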
Bim-Bfl-1 – disrupts Bim binding to human Bfl-1; inhibition, % at 10 µM; Bead-based flow cytometry, Bim-Bfl-1 binding inhibition; 0.12% of 190,000 active; AID 1008;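 further: 0% = wells without compound plus tracer and 100% = blocker peptide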
Bcl-XL Bim block – disrupts Bim peptide binding to human Bcl-XL | 0.04% of 190,000 active | inhibition, % at 10 µM | AID 1007 | bead flow cytometry, fluorescence | Q07817
Target sequence (Q07817 whole entry, looked up): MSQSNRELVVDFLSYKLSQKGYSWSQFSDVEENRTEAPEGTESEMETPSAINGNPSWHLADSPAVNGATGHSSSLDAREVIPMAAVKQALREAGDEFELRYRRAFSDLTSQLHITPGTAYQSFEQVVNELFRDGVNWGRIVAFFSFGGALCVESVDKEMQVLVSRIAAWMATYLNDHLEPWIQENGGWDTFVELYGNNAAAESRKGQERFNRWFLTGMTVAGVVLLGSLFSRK
GSH bead fluor – compound fluoresces at 488/530 nm on GSH beads | GSH beads flow cytometry, compound fluorescence 488/530 nm; active compounds read high | fluorescence (KMESF) at 10 µM | 0.25% of 190,000 active | AID 1776; in the data active means fluorescence above about 89;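 further: glutathione beads carrying GST-tagged Bcl family fusion proteins plus one bare bead set; values are compound well signal with DMSO vehicle wells as background; inactives centre near 16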
RGS8-Gao reg – human RGS8-Galphao interaction regulation. 0.34% of 220,000 active. P09471. AID 1423. multiplexed bead flow cytometry, RGS8-Galphao binding; actives lie on both sides. response (percent of control binding), % at 10 µM; in the data active means response below about 60% or above about 140%; inactive means in between;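 further: Galphao activated as the GDP aluminium fluoride complex binding bead-coupled RGS8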
Target sequence (P09471 whole entry, looked up): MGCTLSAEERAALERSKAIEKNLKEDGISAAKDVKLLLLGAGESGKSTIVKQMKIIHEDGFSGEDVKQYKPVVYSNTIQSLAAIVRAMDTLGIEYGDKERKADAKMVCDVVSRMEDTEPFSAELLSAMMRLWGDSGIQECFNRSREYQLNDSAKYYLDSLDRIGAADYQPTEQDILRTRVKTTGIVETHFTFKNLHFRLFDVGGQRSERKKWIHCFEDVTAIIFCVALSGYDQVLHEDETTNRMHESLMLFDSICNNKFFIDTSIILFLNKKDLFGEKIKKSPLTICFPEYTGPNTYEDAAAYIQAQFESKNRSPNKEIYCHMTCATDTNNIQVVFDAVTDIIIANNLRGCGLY
RGS4-Gao reg – human RGS4-Galphao interaction regulation; P09471; Multiplexed bead flow cytometry, RGS4-Galphao binding; actives lie on both sides; binding response (% of control), % at 10 µM; 0.33% of 220,000 active; AID 1415; in the data active means binding response below about 49% or above about 150%; inactive means in between;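 further: fluorescent Galphao activated with aluminum fluoride binding bead-coupled RGS4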
Bim-Bcl-2 – human Bim-Bcl-2 interaction inhibition. Bead-based flow cytometry, Bim peptide-Bcl-2 binding. inhibition, % at 10 µM. 0.06% of 190,000 active; in the data active means inhibition above about 40%; inconclusive means no clear call, values can overlap the other calls;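 further: 0% = no compound wells with probe peptide and 100% = reference peptide inhibitor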
Target sequence (P10415 whole entry, looked up): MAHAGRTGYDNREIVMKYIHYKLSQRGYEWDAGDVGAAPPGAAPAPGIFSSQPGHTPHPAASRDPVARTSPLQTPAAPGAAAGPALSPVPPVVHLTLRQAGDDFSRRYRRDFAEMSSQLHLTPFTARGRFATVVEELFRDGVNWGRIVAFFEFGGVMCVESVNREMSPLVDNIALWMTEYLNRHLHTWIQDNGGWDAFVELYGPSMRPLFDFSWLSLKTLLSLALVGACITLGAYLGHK
Bcl-W Bim block – human Bim-Bcl-W interaction inhibition; Q92843; bead-based flow cytometry, Bim peptide-Bcl-W binding; inhibition, % at 10 µM; 0.02% of 190,000 active;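 further: 0% = bound tracer without compound and 100% = peptide blocker; higher means less fluorescent Bim peptide bound to Bcl-W beads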
Bim-Bcl-B – disrupts Bim peptide binding to human Bcl-B; 0.073% of 190,000 active; inhibition, % at 10 µM; bead-based flow cytometry;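 further: 0% = tracer peptide without compound and 100% = reference inhibitor peptide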
Target sequence (Q9HD36 whole entry, looked up): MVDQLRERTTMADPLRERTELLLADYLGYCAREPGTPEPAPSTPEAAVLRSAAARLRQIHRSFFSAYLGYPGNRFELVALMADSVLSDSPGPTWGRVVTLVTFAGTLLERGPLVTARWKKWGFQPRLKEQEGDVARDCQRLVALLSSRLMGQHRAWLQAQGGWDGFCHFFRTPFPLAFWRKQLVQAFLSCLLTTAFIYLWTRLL
RGS7-Gao reg – human RGS7-Galphao interaction regulation. Multiplexed bead flow cytometry, RGS7-Galphao binding; actives lie on both sides. P09471. 0.35% of 220,000 active. binding response (% of control), % at 10 µM; in the data active means binding response below about 49% or above about 150%; inconclusive means no clear call, values can overlap the other calls; inactive means in between;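 further: fluorescent Galphao held in activated GDP-AlF4 state binding bead-coupled RGS7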
* = called active by the depositor; ? = inconclusive; nt = no result given. Unless noted, no stated cut-off is given here; in the data, active means inhibition above about 40%.

SMILES	ABCB1 block	ABCG2 block	Bim-Bfl-1	Bcl-XL Bim block	GSH bead fluor	RGS8-Gao reg	RGS4-Gao reg	Bim-Bcl-2	Bcl-W Bim block	Bim-Bcl-B	RGS7-Gao reg
COCc1ccc(CN2CCCC(CO)(Cc3ccccc3C)C2)o1 (stereo not drawn)	-0.2	9.1	0.0	-2.0	12	131.6	118.0	-1.0	-2.0	1.0	117.5
COc1ccc(CNC(=O)c2ccc(N3CCOCC3)c([N+](=O)[O-])c2)cc1	1.6	8.7	-7.0	-4.0	19	99.5	100.8	-2.0	-2.0	-5.0	98.1
CCn1c2ccccc2c2cc(C3N=C(N)Nc4nc5ccccc5n43)ccc21 (stereo not drawn)	0.6	3.8	7.0	12.0	56	100.6	101.6	16.0	10.0	18.0	105.5
O=C(CSc1nc(-c2ccc(F)cc2)cs1)N1CCN(C(=O)c2ccco2)CC1	1.5	7.2	-10.0	3.0	35	100.0	98.9	-9.0	-1.0	-7.0	98.5
O=C(O)c1cccc(-n2cccc2/C=C2\SC(=O)N(Cc3ccccc3F)C2=O)c1	-0.4	1.8	-2.0	-7.0	11	98.7	94.4	0.0	-5.0	-5.0	95.6
CCc1c(C)sc(NC(=O)C2CCCO2)c1C#N (stereo not drawn)	-0.8	2.2	nt	nt	139*	69.0	66.2	?	nt	nt	76.2
N#Cc1cn(CC(=O)N2CCc3ccccc3C2)c2ccccc12	1.0	3.6	2.0	6.0	23	103.2	102.8	13.0	1.0	1.0	102.0
Cc1cnc(C(=O)OCC(=O)N(Cc2ccccc2)C(C)C)cn1	0.1	1.1	1.0	-2.0	16	99.3	99.2	-3.0	-5.0	-1.0	?
CC(C)(C)C(=O)Cn1c[n+](N)cn1	0.3	1.2	-12.0	-4.0	12	99.8	97.3	-9.0	1.0	-8.0	99.4
O=C(CCCn1cc([N+](=O)[O-])cn1)N1CCCCC1	0.8	6.7	1.0	2.0	10	99.5	99.2	4.0	1.0	4.0	97.6
O=C(c1ccco1)N(Cc1ccccc1)Cc1ccccn1	0.3	2.9	-7.0	-6.0	17	103.3	98.4	-6.0	-7.0	-4.0	98.9
O=C1COc2ccc(NC(=O)N3CCN(c4ccc(F)cc4)CC3)cc2N1	2.5	15.0	-2.0	-3.0	14	102.5	98.1	-3.0	-2.0	-1.0	98.5
Cc1ccc2nc(SC(C)C(=O)N3CCCC3)[nH]c2c1 (stereo not drawn)	0.9	32.7	-19.0	-9.0	26	102.5	102.4	-12.0	-4.0	-9.0	105.8
CCCCN1C(=S)SC(C)(C)C1/[N+]([O-])=C/c1cccnc1 (stereo not drawn)	1.0	2.5	-1.0	-1.0	12	102.6	100.1	0.0	0.0	-1.0	98.0
CCOC(=O)c1cnc2c(C)cccc2c1NCCc1ccc(OC)c(OC)c1	35.0	68.4	-22.0	-11.0	35	103.6	104.4	-16.0	-4.0	-14.0	105.7
Cc1ccc(CC(=O)NC(C)CCc2ccccc2)cc1 (stereo not drawn)	1.3	4.1	-4.0	-4.0	10	96.1	101.3	0.0	-1.0	-5.0	100.2
Cc1cc(N(C)C)c(C#N)c(=O)[nH]1	0.1	0.5	2.0	-2.0	8	104.6	100.7	-2.0	-2.0	0.0	103.5
O=C(CCc1ccc(S(=O)(=O)NC2CCCCC2)cc1)N(Cc1ccccc1)Cc1ccccc1	1.4	8.2	-12.0	-5.0	32	100.6	98.7	-6.0	-1.0	-7.0	95.1
Cc1nc2ccccc2c2oc(C(=O)Nc3ccc4c(c3)OCCO4)cc12	-0.8	-2.8	3.0	6.0	25	97.1	95.6	-3.0	6.0	0.0	97.7
CC(C)(C)OC(=O)CN1C(=O)C(Sc2n[nH]c(-c3ccccc3)n2)CCc2ccccc21 (stereo not drawn)	0.8	2.0	-13.0	-5.0	23	97.4	98.6	-4.0	0.0	-3.0	98.8
Cc1ccc(C2=NN(C(=O)c3cccs3)C(c3ccccc3O)C2)cc1 (stereo not drawn)	2.2	8.0	-6.0	0.0	26	99.8	100.4	0.0	-2.0	-2.0	110.3
Cc1cccc(C)c1OCc1nnc(SCC(=O)Nc2cccc(C(=O)N3CCOCC3)c2)n1C	-0.6	2.2	-3.0	-9.0	9	72.2	90.4	-2.0	-5.0	-5.0	97.8
CCN(C1CCCCC1)S(=O)(=O)c1ccc(S(=O)(=O)NCCc2ccncc2)cc1	1.0	6.1	-13.0	-6.0	43	98.8	98.1	-13.0	2.0	-28.0	101.4
CCN(CCNC(=O)Cn1cc2c(n1)CCCC2)c1ccccc1	1.1	10.1	-8.0	-7.0	19	102.3	100.3	-5.0	-2.0	-8.0	101.2
COc1ccc(C(=O)N/C(=C\c2cn(C)c3ccccc23)C(=O)OCC(C)C)cc1	0.6	5.8	2.0	-4.0	11	101.9	101.3	-1.0	-5.0	-2.0	101.0

Structural class: those above containing a thiophene ring, fused or not.
SMILES	ABCB1 block	ABCG2 block	Bim-Bfl-1	Bcl-XL Bim block	GSH bead fluor	RGS8-Gao reg	RGS4-Gao reg	Bim-Bcl-2	Bcl-W Bim block	Bim-Bcl-B	RGS7-Gao reg
CCc1c(C)sc(NC(=O)C2CCCO2)c1C#N (stereo not drawn)	-0.8	2.2	nt	nt	139*	69.0	66.2	?	nt	nt	76.2
Cc1ccc(C2=NN(C(=O)c3cccs3)C(c3ccccc3O)C2)cc1 (stereo not drawn)	2.2	8.0	-6.0	0.0	26	99.8	100.4	0.0	-2.0	-2.0	110.3

Remaining list, next part
SMILES	ABCB1 block	ABCG2 block	Bim-Bfl-1	Bcl-XL Bim block	GSH bead fluor	RGS8-Gao reg	RGS4-Gao reg	Bim-Bcl-2	Bcl-W Bim block	Bim-Bcl-B	RGS7-Gao reg
O=C(COC(=O)c1ccc(S(=O)(=O)NCc2ccco2)cc1)Nc1ccc(Cl)cn1	-0.2	-3.4	-6.0	-1.0	15	102.1	98.2	0.0	-2.0	-6.0	?
Cc1nn(CC(=O)O)c2ccccc12	0.2	1.7	-3.0	13.0	65	99.3	100.8	0.0	0.0	1.0	102.0
C#CCOCCOCCOCCNc1nc(N2CCN(C(=O)[C@H](Cc3ccc(O)cc3)n3cc([C@@H](N)C(C)CC)nn3)CC2)nc(N2CCN(C(=O)[C@H](CCCCN)n3cc([C@@H](N)CC(C)C)nn3)CC2)n1 (stereo partly drawn)	0.0	0.1	-1.0	0.0	18	102.5	100.7	0.0	1.0	-3.0	104.4
COc1ccc(C)cc1N(C(=O)c1ccc(F)cc1)c1nc2ccccc2s1	0.8	2.0	-7.0	-3.0	20	107.0	101.2	-7.0	-1.0	-4.0	106.8
COc1ccc(C(=O)Nc2cccc(C(C)=O)c2)cc1OC	0.7	4.5	-8.0	0.0	10	96.8	94.2	-3.0	3.0	-3.0	97.2
COc1ccccc1N(C(=O)CN1C(=O)c2ccccc2S1(=O)=O)C(C(=O)NCC1CCCO1)c1ccc(F)cc1 (stereo not drawn)	-1.3	-2.8	-1.0	0.0	27	103.4	100.4	-1.0	-4.0	-5.0	100.0
CCOc1cc(NC(=S)N2CCC(C(N)=O)CC2)c(C(=O)OC)cc1OCC	0.0	6.1	0.0	0.0	24	102.1	101.7	-2.0	0.0	-2.0	98.4
CCCCn1c(N)c(NCCC(C)C)c(=O)[nH]c1=O	8.0	6.4	-18.0	-1.0	12	91.4	90.8	-7.0	0.0	-2.0	90.7
COc1ccc(/C=N/NC(=O)c2nn(-c3ccc(C)c(C)c3)c(=O)c3ccccc23)cc1	-0.7	-1.7	-13.0	-2.0	37	105.8	101.9	-10.0	-3.0	-10.0	101.5
COC(=O)Nc1ccc(S(=O)(=O)NCCO)cc1	-0.1	0.0	-2.0	-1.0	13	104.6	102.6	-3.0	-1.0	-2.0	101.8
CCOc1cc(C(c2c(C)[nH][nH]c2=O)c2c(C)[nH][nH]c2=O)ccc1OCc1ccc([N+](=O)[O-])cc1	-0.1	-0.2	-5.0	-3.0	27	100.8	104.4	-3.0	0.0	-7.0	102.0
O=c1nc(N2CCOCC2)ccn1Cc1ccc(Br)cc1	0.5	1.7	-1.0	-1.0	17	102.0	99.5	-1.0	-3.0	-5.0	94.2
O=C(Nc1ccc2c(c1)OCCO2)c1ccc(Cl)c(S(=O)(=O)N2CCOCC2)c1	0.1	-1.2	-6.0	3.0	23	102.7	103.2	-2.0	1.0	-1.0	103.9
CSc1ccc(-c2nc(CN3CCCCC3c3cccnc3)c(C)o2)cc1 (stereo not drawn)	5.4	3.2	-8.0	-5.0	12	101.5	103.8	3.0	-5.0	-7.0	100.6
Cc1ccccc1SCc1noc(C(=O)NCC2CCCO2)c1C(=O)O (stereo not drawn)	0.2	2.6	-19.0	-2.0	32	102.7	101.5	-13.0	-1.0	-7.0	102.9
CC(C)(C)n1nc2c(c1NC(=O)c1cccc(C(F)(F)F)c1)CS(=O)C2 (stereo not drawn)	0.1	-7.7	-14.0	-6.0	18	99.8	96.7	-11.0	0.0	-10.0	91.4
Clc1ccc(CSCCc2ccncc2)cc1	0.5	0.6	-1.0	0.0	15	101.9	101.9	0.0	0.0	0.0	97.0
COc1ccc(C(=O)n2cc(C(=O)c3cc(C)ccc3O)cn2)cc1	-0.1	0.8	0.0	-4.0	4	99.2	100.1	0.0	-2.0	-5.0	101.3
CCOc1ccccc1N1CCN(C(=O)Nc2ccc(F)c(Cl)c2)CC1	1.0	30.0	-24.0	-13.0	27	102.3	102.3	-14.0	-6.0	-12.0	101.9
O=C(Nc1nc2ccccc2[nH]1)c1cccc(S(=O)(=O)N2CCOCC2)c1	-0.9	-1.9	-1.0	-4.0	5	100.5	100.2	-3.0	-1.0	0.0	99.4
CCCc1nc2ccccc2c(C(=O)OC(C)C(=O)NCc2ccc3c(c2)OCO3)c1CC (stereo not drawn)	9.7	18.5	-8.0	-8.0	15	101.6	100.3	-16.0	-2.0	-10.0	97.8
O=c1c2ccccc2nc(-c2ccccc2)n1CCN1CCOCC1	0.8	3.2	-3.0	-3.0	8	95.9	93.6	-3.0	-2.0	1.0	94.1
O=C(CSc1nc2ccc(Cl)cc2[nH]1)NCCc1ccc(Cl)cc1	0.1	0.3	0.0	-7.0	13	94.4	96.8	-2.0	-3.0	-12.0	100.2
CCCc1ccc(OCC(=O)Nc2cc(S(=O)(=O)CC)ccc2O)cc1	0.6	3.6	-5.0	-3.0	11	98.5	95.2	-1.0	0.0	-4.0	98.5
COCC(C)NC(=S)Nc1ccccc1[N+](=O)[O-] (stereo not drawn)	-0.1	2.8	0.0	-1.0	10	101.9	101.3	1.0	-4.0	-2.0	?

Profiles, quoted from the list:
Cc1ccc2nc(SC(C)C(=O)N3CCCC3)[nH]c2c1 (stereo not drawn) in the list: ABCB1 block: 0.9; ABCG2 block: 32.7; Bim-Bfl-1: -19.0; Bcl-XL Bim block: -9.0; GSH bead fluor: 26; RGS8-Gao reg: 102.5; RGS4-Gao reg: 102.4; Bim-Bcl-2: -12.0; Bcl-W Bim block: -4.0; Bim-Bcl-B: -9.0; RGS7-Gao reg: 105.8
O=c1c2ccccc2nc(-c2ccccc2)n1CCN1CCOCC1 in the list: ABCB1 block: 0.8; ABCG2 block: 3.2; Bim-Bfl-1: -3.0; Bcl-XL Bim block: -3.0; GSH bead fluor: 8; RGS8-Gao reg: 95.9; RGS4-Gao reg: 93.6; Bim-Bcl-2: -3.0; Bcl-W Bim block: -2.0; Bim-Bcl-B: 1.0; RGS7-Gao reg: 94.1

Compounds as they come. About 1.1% of those tested had a hit in this group.
